From PubChem BioAssay
RXFP1 antagonist = qHTS Assay for Antagonists of the Relaxin Receptor RXFP1. Relaxin receptor 1 (Homo sapiens), Q9HBX9. HEK293-RXFP1, relaxin-stimulated cAMP HTRF, 30 min; hits give low values. activity change, negative = inhibition, % at 57.5 µM. 350,000 compounds, 0.59% hits;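 active means activity change of -60% or lower, but not beyond a set lower limit; inconclusive means change between -60% and -40%, or beyond the set limit; inactive means change above -40%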; further: on the % scale 0 is the no-effect control and ±100 the full control effect
D1 antag = Antagonist of Human D 1 Dopamine Receptor: qHTS | activity change, negative = inhibition, % at 10 µM | D(1A) dopamine receptor (Homo sapiens), P21728 | HEK293 TREx D1 cells, calcium flux, dopamine EC80; hits give low values | 360,000 compounds, 3.2% hits; in the data active means activity change below about -30%; further: on the % scale 0 is the no-effect control and ±100 the full control effect
Target sequence (P21728 whole entry, looked up): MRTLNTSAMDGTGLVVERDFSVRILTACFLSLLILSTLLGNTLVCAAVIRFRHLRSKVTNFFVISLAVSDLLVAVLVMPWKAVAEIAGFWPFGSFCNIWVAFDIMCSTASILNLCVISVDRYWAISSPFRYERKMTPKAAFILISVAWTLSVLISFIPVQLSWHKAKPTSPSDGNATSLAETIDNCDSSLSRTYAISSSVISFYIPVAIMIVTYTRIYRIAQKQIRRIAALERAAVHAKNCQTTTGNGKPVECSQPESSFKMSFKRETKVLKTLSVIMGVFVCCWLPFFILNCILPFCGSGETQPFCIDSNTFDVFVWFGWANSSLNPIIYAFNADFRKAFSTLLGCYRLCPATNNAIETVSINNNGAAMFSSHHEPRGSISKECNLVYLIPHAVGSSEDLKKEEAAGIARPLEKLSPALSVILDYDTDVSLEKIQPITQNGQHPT
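Compound effects on dopamine-evoked calcium signalling were measured in tetracycline-induced HEK293 Trex D1 cells. Dopamine at EC80 followed a 180 s compound pre-read, and fluorescence was tracked kinetically for 180 s more.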
TRHR enhancer = qHTS for Small Molecule Agonists and Allosteric Enhancers of Human TRH Receptor: Primary Screen for Enhancers | TRHR cells, fluo-8 calcium fluorescence, EC20 TRH enhancement | enhancement, % at 2 µM | 360,000 compounds, 0.66% hits | AID 493056, 2011; in the data active means enhancement above about 30%; further: 0% is about no effect
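TRHR-expressing cells loaded with fluo-8 calcium dye were read kinetically (ex 480/em 530) during compound addition, then stimulated with an EC20 of TRH (10 nM final). Enhancement of the Gq-mediated intracellular calcium response was scored.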
D2 agonist = HTS Assay for Allosteric Agonists of the Human D2 Dopamine Receptor: Primary Screen for Agonists | D(2) dopamine receptor (Homo sapiens), P14416 | HEK293 T-REx D2 cells, calcium flux agonist mode | activation, % at 2 µM | 340,000 compounds, 0.53% hits;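 active means activation over 3 SD above normal in the single-dose calcium agonist read, cut at about 30% in these data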; further: 0% is about no effect
Target sequence (P14416 whole entry, looked up): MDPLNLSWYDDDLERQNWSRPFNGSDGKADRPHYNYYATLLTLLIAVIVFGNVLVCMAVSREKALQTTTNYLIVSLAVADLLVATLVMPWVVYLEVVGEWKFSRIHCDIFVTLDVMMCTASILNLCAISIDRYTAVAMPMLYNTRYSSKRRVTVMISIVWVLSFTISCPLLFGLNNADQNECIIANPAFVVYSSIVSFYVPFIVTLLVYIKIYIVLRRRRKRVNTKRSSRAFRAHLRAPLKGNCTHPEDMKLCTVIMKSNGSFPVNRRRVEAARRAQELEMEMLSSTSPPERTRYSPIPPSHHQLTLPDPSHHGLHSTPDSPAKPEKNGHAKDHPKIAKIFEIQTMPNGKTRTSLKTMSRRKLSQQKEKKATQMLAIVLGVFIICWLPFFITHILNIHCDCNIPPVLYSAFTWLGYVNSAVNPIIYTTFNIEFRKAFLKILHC
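Calcium-flux readout, 1 cycle/sec over 180 s following compound pin transfer, in inducible HEK293 Trex D2 cells (force-coupled); dopamine controls included. Positive calcium responses during this window marked compounds as potential agonists.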
D2 PAM = HTS Assay for Positive Allosteric Modulators of the Human D2 Dopamine Receptor: Primary Screen for Potentiators. 340,000 compounds, 0.34% hits. D(2) dopamine receptor (Homo sapiens), P14416. potentiation, % at 10 µM. HEK293 T-REx D2, calcium flux, EC20 dopamine potentiation;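 active means potentiation over 3 SD above the plate norm, cut at about 30% in these data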; further: 0% is about no effect
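Tetracycline-induced HEK293 T-REx cells force-coupled to calcium signalling expressed D2; compounds were pin-added after a 10 s baseline, read kinetically 180 s, then an EC20 dopamine challenge followed with a further 180 s calcium read.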
D1 PAM = Potentiators of Human D1 Dopamine Receptor: qHTS; HEK293 TREx D1 cells, calcium flux, dopamine EC20 potentiation; potentiation, % at 10 µM; 360,000 compounds, 0.036% hits; in the data active means potentiation above about 30%; further: 0% is about no effect
RXFP1 ag = qHTS Assay for Agonists of the Relaxin Receptor RXFP1 | Relaxin receptor 1 (Homo sapiens), Q9HBX9 | AID 2676, 2010 | HEK293T-RXFP1 cAMP TR-FRET, 30 min; response scale: percent of porcine relaxin response, buffer zero | 370,000 compounds, 0.3% hits | Potency, µM (titrated, usually from 57.5 µM), for the others: at the top dose activation, most hits filed as activators; active means well fitted activation curve with a large enough effect; inconclusive means small, poorly fitted or top-dose-only effect; further: potency means the concentration at half of the fitted maximal effect; on the % scale 0 is the no-effect control and ±100 the full control effect; nearly all actives have a fitted effect of over 60% in size; many of its hits are not listed in these tables
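cAMP rise read by TR-FRET after 30 min, 37C compound exposure (up to 58 uM) in RXFP1-transfected HEK293 cells with Ro 20174 present. EC50 from Hill-equation fits, with 29 nM porcine relaxin as 100% and buffer as basal.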
D1 ag = Allosteric Agonists of the Human D1 Dopamine Receptor: qHTS. HEK293 T-REx D1 cells, calcium flux, agonist mode. activation, % at 2 µM. 360,000 compounds, 1% hits. AID 504660, 2011; in the data active means activation above about 30%; further: 0% is about no effect
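Inducible HEK293 T-REx D1 cells, force-coupled to calcium signalling, were plated at 4000 cells/well with tetracycline and held overnight at 30 C. After no-wash calcium dye loading, compound-evoked calcium rise over 180 s flagged agonists.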
D2 antag = HTS Assay for Allosteric Antagonists of the Human D2 Dopamine Receptor: Primary Screen for Antagonists; HEK293 TREx D2 cells, calcium flux, dopamine EC80; inhibition, % at 10 µM; 340,000 compounds, 2% hits; AID 485344, 2010; in the data active means inhibition above about 30%; further: 0% is about no effect
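HEK293 T-REx D2 cells, tet-induced, calcium dye no-wash. Cpd pintool add, 180 s kinetic, then EC80 DA, 180 s kinetic. Ca flux read.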
* marks the source's active call; other numbers are inactive results; ? = inconclusive; / = no result given; & = joins results of further samples; ! = repeats disagree. A portion of the library; the hit share may differ from the screen's.

SMILES	RXFP1 antagonist	D1 antag	TRHR enhancer	D2 agonist	D2 PAM	D1 PAM	RXFP1 ag	D1 ag	D2 antag
O=C1CC(c2ccccc2)=NN1c1nc(-c2ccccc2)cs1	?	-24	5	4.0	1	13	3.8%	1	-13
Cc1cc(C)n(S(=O)(=O)c2ccccc2[N+](=O)[O-])n1	6	-56*	2	/	/	2	0.0%	5	/
CC(=O)Cc1cc(O)c2ccccc2c1OC(=O)c1ccc(Br)cc1	4	0	3	0.2	-10	2	-0.4%	0	13
COc1ccc(CC(=O)Nc2nc(C)cs2)cc1OC	2	-18	6	0.0	-36	-4	-0.6%	17	17
O=C(NCCCc1ccccc1)[C@@H]1Cc2ccccc2CN1	-22	-1	7	-0.3	-12	-1	-0.2%	3	3
CCN1c2ccccc2-c2nc(SCC(=O)Nc3c(C)cc(C)cc3C)ncc2S1(=O)=O	-7	13	6	0.3	3	2	6.8%	2	/
O=C(c1cnsn1)N1CCCC(Nc2ccc(F)c(F)c2)C1 (configuration not stated)	14	-65*	5	0.6	-3	-5	0.4%	1	5
Cn1c(-c2ccc(N)cc2)nc2ccccc21	-4	11	2	0.6	-4	6	-0.7%	-1	-10
COc1ccc(Cn2ccc3nc(C)c(C(=O)N4CCN(c5ccccc5)CC4)cc3c2=O)cc1	-6	-15	4	-0.7	5	-6	12%	0	/
Cc1ccc(S(=O)(=O)N2[C@@H](c3ccc(Cl)cc3)C(C(=O)O)=CC[C@H]2c2ccc3c(c2)OCO3)cc1	/	-7	-4	1.1	-10	-9	0.6%	-1	-9
CCCSc1ncc(Cl)c(C(=O)Nc2sc(C(C)=O)c(C)c2C(=O)OCC)n1	0	-2	-4	-0.1	/	-1	0.4%	-2	/
COc1ccc(-c2noc(-c3ccc4c(c3)OCO4)n2)cc1	13	13	1	0.4	-3	2	-2.2%	2	19
NC/C(=N\O)c1ccc(Cl)cc1Cl	-3	-1	2	0.4	-8	9	-1.8%	0	-10
CC(C)(C)C(=O)NCC(c1ccc2c(c1)OCO2)N1CCOCC1 (configuration not stated)	0	-16	-3	1.8	0	-2	-1.7%	2	/
CCc1c(C)nc(N)n2c(SCC(=O)N3CCN(c4ccccc4OC)CC3)nnc12	/	2	-4	-1.4	12	-2	1.4%	0	4
O=C(c1ccccc1)N1CCN(CCc2ccccc2)CC1	-7	2	-3	-3.1	-3	0	1.4%	20	-11
Cc1[nH]c2ccccc2c1NC(=O)CN1CCN(C(=O)c2ccco2)CC1	-8	0	5	87*	-22	-4	3.1%	10	61*
COc1ccc(C(=O)OCCN2CCN(C3=NS(=O)(=O)c4ccccc43)CC2)cc1OC	-5	-13	21	-0.9	7	-6	0.4%	1	5
CCOC(=O)c1cnc2c(cnn2C)c1NCCCN(C)C	-2	11	-1	-0.8	-4	-8	0.8%	4	-9
CCCC(C(=O)NC1CCCC1)N(C(=O)Cn1nnc(-c2ccc(C)o2)n1)c1ccccc1F (configuration not stated)	-6	21	1	-0.1	-9	1	7.6%	4	-7
Cc1ccc(OCc2nnc(SCc3cc(=O)[nH]c4ccccc34)n2-c2ccccc2)cc1	-4	4	2	2.7	8	8	-0.1%	4	9
Cc1ccc(-c2nnc(-c3cccs3)o2)cc1	-3	7	-3	/	/	1	0.5%	1	/
Cc1ccc2nc(NCCCNC(=O)c3cnccn3)c(C#N)cc2c1	1	-11	14	-0.1	2	-2	9.6%	1	-7
NC(=O)CC(NC(=O)c1ccccc1)c1ccc(NCC2CC2)c([N+](=O)[O-])c1 (configuration not stated)	/	-44*	8	0.2	-1	-6	0.1%	1	7
CCCOP(=O)(OCCC)C(Nc1ccc(C(=O)O)cc1)c1ccccc1 (configuration not stated)	-4	-1	9	0.6	2	-3	0.9%	4	-4
CNc1cc(CS(=O)c2ccccc2)nc(-c2ccccc2)n1 (configuration not stated)	5	-5	-1	-0.4	0	-7	0.0%	1	6
COc1ccc(N2CCN(C(=S)Nc3ccc(C)cc3)CC2)cc1	1	1	2	0.0	22	-6	-3.9%	2	-6
Cn1nc(C(=O)NCc2ccc(Cl)cc2)c2c1-c1ccccc1S(=O)(=O)C2	11&-2	4&6	-15&7	-0.2&0.1	6&2	-3&1	1.3%&-3.9%	4&0	-22
C#Cc1cccc(NC(=O)Cc2cccs2)c1	?	-4	4	-0.3	0	1	-1.7%	5	-2
CCNC(=O)CCc1nc(-c2ccc(C)cc2)no1	18	6	0	0.4	6	0	1.3%	1	0
CC(=O)Nc1ccc(NC(=O)CC2(CC(=O)N3CCOCC3)CCCC2)cc1	0	2	-3	0.2	9	-5	-0.3%	1	-4
O=C(Nc1ccccc1C(=O)NCCCn1ccnc1)c1ccc(Cl)cc1Cl	-8	12	-5	/	/	-7	0.7%	1	/
COC(=O)c1cn(C(=O)c2cc(OC)cc(OC)c2)c2ccccc12	-5	6	-5	1.2	1	-1	1.1%	5	12
O=C(/C=C/c1cccs1)N1CCN(c2ccccc2F)CC1	0	-4	2	-0.4	4	2	-0.4%	-1	11
CCCOc1ccc(N2C(=O)CC(N(Cc3ccc(OC)cc3)C(=S)Nc3ccccc3)C2=O)cc1 (configuration not stated)	-18	-7	-3	0.4	5	4	1.0%	3	1
COc1ccc(S(=O)(=O)NCCc2sc(-c3ccccc3)nc2C)cc1F	/	-8	-3	-1.6	-9	-4	1.6%	7	/

2 of these compounds in a different format:
canonical_smiles | RXFP1 antagonist | D1 antag | TRHR enhancer | D2 agonist | D2 PAM | D1 PAM | RXFP1 ag | D1 ag | D2 antag
CCCOP(=O)(OCCC)C(Nc1ccc(C(=O)O)cc1)c1ccccc1 (configuration not stated) | -4 | -1 | 9 | 0.6 | 2 | -3 | 0.9% | 4 | -4
COC(=O)c1cn(C(=O)c2cc(OC)cc(OC)c2)c2ccccc12 | -5 | 6 | -5 | 1.2 | 1 | -1 | 1.1% | 5 | 12

Random excerpt: 2 compounds from above
SMILES	RXFP1 antagonist	D1 antag	TRHR enhancer	D2 agonist	D2 PAM	D1 PAM	RXFP1 ag	D1 ag	D2 antag
Cn1nc(C(=O)NCc2ccc(Cl)cc2)c2c1-c1ccccc1S(=O)(=O)C2	11&-2	4&6	-15&7	-0.2&0.1	6&2	-3&1	1.3%&-3.9%	4&0	-22
CCCOc1ccc(N2C(=O)CC(N(Cc3ccc(OC)cc3)C(=S)Nc3ccccc3)C2=O)cc1 (configuration not stated)	-18	-7	-3	0.4	5	4	1.0%	3	1

(listing goes on)
SMILES	RXFP1 antagonist	D1 antag	TRHR enhancer	D2 agonist	D2 PAM	D1 PAM	RXFP1 ag	D1 ag	D2 antag
Cc1ccccc1-n1ccnc1SCC(=O)NC1CCCC1	-8	17	0	0.4	1	-4	-0.9%	3	-4
Cc1ccccc1C(=O)NN(C)c1nc2ccccc2nc1C(F)(F)F	-3	-1	-3	1.0	-12	-4	?	4	-3
COc1ccc(CCn2c(C)cc(C(=O)COC(=O)c3ccc(NC(=O)CC#N)cc3)c2C)cc1	-2	3	7	/	/	-6	11%	1	/
CN(C1CCCCC1)S(=O)(=O)c1cn(C)c(=O)n(C)c1=O	1	12	3	/	/	-2	0.9%	1	/
CCN(CC(=O)NC(C)C)C(=O)CCNC(=O)c1ccc(Cl)cc1	2	2	15	-0.2	2	5	1.1%	3	0
CCOc1ccccc1N(CC(=O)N/N=C/c1cc(Br)ccc1OC)S(C)(=O)=O	-9	-10	7	0.2	-10	-12	3.6%	2	-10
CCn1c(SCC#N)nc2c(c1=O)C1(CCCC1)Cc1ccccc1-2	-1	5	0	0.3	4	-5	7.3%	1	-6
COc1ccc(CCNC(=O)CCSc2nc(-c3ccco3)cc(C(F)(F)F)n2)cc1	5	-7	14	-0.5	-2	-2	1.0%	13	-17
CCCCC(=O)N/N=C/c1sccc1C	-13	3	-2	/	13	-6	0.3%	3	/
C[N+]1(CCn2ccc3ccccc32)CCCCC1	13	-2	6	1.3	10	1	-0.9%	0	2
COC(=O)c1ccc(CNC(=O)C2CCC(=O)N(C3CCCCCC3)C2)cc1 (configuration not stated)	-36	0	-4	0.2	8	3	-2.2%	0	-5
CN(C(=O)COC(=O)CNC(=O)CNC(=O)c1ccc(Cl)cc1Cl)c1ccccc1	-15	/	0	/	/	-3	-1.0%	0	/
Nc1nonc1-c1noc(-c2ccccc2)n1	-6	-13	-2	0.3	-3	-3	1.6%	-1	2
CCN(C(=O)/C=C/c1ccc2c(c1)OCO2)c1ccccc1	-1	17	-6	0.8	-2	-3	2.3%	-1	-15
CS(=O)(=O)N1CCN(c2ccc(NC(=O)c3cccnc3Cl)cc2)CC1	-16	2	5	-0.4	2	-4	0.0%	4	3
COc1cccc(NS(=O)(=O)c2csc(C(N)=O)c2)c1	1	6	-3	0.1	-1	0	1.9%	2	-15
COc1ccc(C(=O)c2coc3ccc(O)cc23)cc1	6	8	0	1.6	-15	-1	3.7%	2	-18
O=C(O)c1ccc(NC(=O)C(c2ccccc2)c2ccccc2)cc1	-7	3	-8	0.4	-6	-9	1.1%	2	0
NCCCCCc1cn([C@@H](CCC(=O)O)C(=O)NCCCCCCCCCCC(=O)N2CCNCC2)nn1	/	2	2	0.8	-1	-3	0.2%	0	-2
COC(=O)c1ccccc1NC(=O)CCc1ccccc1	-2	8	8	-0.7	4	-4	1.0%	7	-2
O=C(COC(=O)C1CCN(C(=O)c2ccc(Cl)cc2)CC1)NC1CCS(=O)(=O)C1 (configuration not stated)	-1	14	1	1.1	-5	-4	0.9%	0	6
Cc1cc(C(=O)N2CCC(C)CC2)on1	16	2	-2	1.1	10	-3	-1.1%	0	0
CC(C)NC(=O)CCN1C(=O)c2ccccc2Sc2ncccc21	9&-5	-19&13	0&-1	0.4&0.0	-7&6	-7&-3	-0.5%&-4.3%	3&1	-27
COc1ccc(Cl)cc1NC(=O)CN1C(=O)C(C)(C)c2cc(S(=O)(=O)N3CCCCC3)ccc21	-11	-18	-2	1.5	10	-3	-1.8%	3	/
Cc1ccc2ncnc(NCCC(=O)O)c2c1	9	16	7	1.1	-7	-3	3.1%	1	16
COc1cccc(C(=O)NC2=NC(c3ccc(N(C)C)cc3)CC(=O)N2)c1 (configuration not stated)	-2	-6	10	-0.5	17	-1	1.9%	-1	/
CNc1nc(Oc2ccc(=O)n(C)n2)nc(N2CCOCC2)n1	-14&-18	-31*!	7&-5	0.5&0.5	-7&8	-10&4	3.1%&0.6%	2&-1	-1
O=C(O)C1CC=C(Cl)CC1C(=O)NC1CCCCC1 (configuration not stated)	2	-2	-1	0.4	8	3	-0.7%	2	6
